Bioassay records from PubChem.
PV pol inh: poliovirus RNA polymerase inhibition. P03300. poliovirus polymerase elongation, fluorescence polarization; active compounds read low. % elongation, % (compound at 16.7 µg/mL). actives 0.66% (n = 150,000); in the data active = % elongation below about 90%; note: some results filed as inactive read as strong as hits
Target sequence (P03300 1749-2209 limits assumed): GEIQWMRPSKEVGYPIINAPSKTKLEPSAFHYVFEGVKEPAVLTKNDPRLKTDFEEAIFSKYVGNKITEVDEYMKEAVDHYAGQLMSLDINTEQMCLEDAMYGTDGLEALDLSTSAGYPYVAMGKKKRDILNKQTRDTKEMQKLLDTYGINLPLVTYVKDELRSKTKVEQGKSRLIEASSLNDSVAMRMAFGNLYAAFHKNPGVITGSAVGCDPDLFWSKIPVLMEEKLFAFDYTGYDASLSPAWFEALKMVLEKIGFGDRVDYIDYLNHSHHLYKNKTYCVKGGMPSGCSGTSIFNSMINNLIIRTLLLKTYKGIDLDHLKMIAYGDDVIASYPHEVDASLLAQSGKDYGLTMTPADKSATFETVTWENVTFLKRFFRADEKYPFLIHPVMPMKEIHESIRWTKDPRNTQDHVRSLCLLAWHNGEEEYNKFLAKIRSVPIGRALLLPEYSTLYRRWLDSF
PV pol inh FP z-score: also measured in PV pol inh; calls as there; z-score; measured here: FP z-score; hits read low
* = called active by the depositor. The list is partial; rates above refer to the full screens.

structure | PV pol inh FP z-score | PV pol inh
O=C(Cc1ccc2c(c1)OCCO2)N1CCN(C(=O)C2CCCO2)CC1 (stereo not given) | 0 | 103
N#CCCn1c2c(ccc1=O)CCCC2 | -0.2 | 103
Cc1ccc(-n2nc(C)cc2C)nn1 | 0.1 | 102
COc1cccc(NC(=O)CCCC(=O)Nc2cccc(OC)c2)c1 | -1.5 | 98
Cc1ccc(C(c2nnnn2Cc2ccccc2)N2CCC(C)CC2)cc1 (stereo not given) | 0 | 101
O=C(Nc1ccc(OC(F)(F)F)cc1)NC1COc2ccccc2C1 (stereo not given) | -1.6 | 99
Cc1nn(CCCC(=O)Nc2ccccc2C(F)(F)F)c(=O)c2nn(-c3ccccc3)c(C)c12 | 0.2 | 109
Cc1ccc(S(=O)(=O)N(C(F)F)C(C)(C)C)cc1 | -0.7 | 95
CNC(=O)CSc1nnc(Nc2ccc(C(C)C)cc2)s1 | 0.1 | 104
Cc1c(NC(=O)Cc2ccc(Cl)cc2)cccc1-c1nc2cccnc2s1 | 0.3 | 110
Cc1cc(C)c(/C=C/c2onc(C)c2S(=O)(=O)N2CCC(C(=O)N3CCN(c4ccccc4)CC3)CC2)c(C)c1 | 1.1 | 111
CN(C)CCN1C(=O)c2ccccc2C1=O | 0.5 | 104
O=C(/C=C/N(c1ccccc1)c1ccccn1)C(F)(F)F | 0 | 101
Cc1cc(C(=O)CSc2nc3cc(S(=O)(=O)N(C)C)ccc3o2)c(C)n1-c1ccc2c(c1)OCO2 | 0.6 | 108
Cn1c(O)c(C=NCCN2CCN(C(=O)c3ccccc3)CC2)c(=O)n(C)c1=O | 1.1 | 106
COc1ccc(-c2cnc(C)o2)cc1S(=O)(=O)Nc1ccc(NC(C)=O)cc1 | 2.2 | 116
Cn1c(-c2cc3ccc(OC(=O)c4ccco4)cc3oc2=O)nc2ccccc21 | -0.2 | 100
NC(Cc1c[nH]c2ccccc12)C(=O)NCc1ccccc1 (stereo not given) | 0 | 102
Cc1ccc2cccc(NC(=O)C(C)Oc3ccc(Cl)cc3Cl)c2n1 (stereo not given) | 1.1 | 108
CCCCNC(=S)N1CCn2cccc2C1c1cccnc1 (stereo not given) | 0.3 | 101
COC(=O)c1c(N)c(C#N)c(C)n1-c1ccccc1 | 0.1 | 100
Cn1c(=S)n(CN2CCOCC2)c2ccccc21 | 1.2 | 104
CC12CCC(=O)N1C(C(=O)OCc1nnc(-c3ccccc3)o1)CS2 (stereo not given) | -1 | 98
Cc1cc(-c2cccs2)c2c(N)c(C(=O)c3ccc4c(c3)OCO4)sc2n1 | -3.8 | 87
S=C1NC2(CCCCC2)NN1c1ccccc1 | 0.3 | 103

Remaining list, next part:
structure | PV pol inh FP z-score | PV pol inh
O=c1[nH]c2ccccc2c(=O)n1NS(=O)(=O)c1ccc2ccccc2c1 | 0 | 100
CCOc1ccc(NC(=O)CCS(=O)(=O)c2ccc3c(c2)n(C)c(=O)c(=O)n3C)cc1 | 0 | 106
CSc1ncc(Cl)c(C(=O)Nc2ccc(S(=O)(=O)N3CCC(C)CC3)cc2)n1 | 0.7 | 125
O=C(Cc1cccs1)NCCC1=CCCCC1 | -0.1 | 100
FC(F)(F)c1n[nH]c(=S)n1/N=C/c1c[nH]c2ccccc12 | -0.6 | 95
COc1cccc(NC(=O)CSc2nnc3[nH]c(=O)cc(-c4ccccc4)n23)c1 | 0.6 | 110
CN(C(=O)CSc1nc2ccccc2[nH]1)C1CCS(=O)(=O)C1 (stereo not given) | -0.4 | 101
CCc1ccc(NC(=O)C(=O)NCCc2sc(-c3ccc(OC)c(OC)c3)nc2C)cc1 | 0.8 | 111
Cn1cc(S(=O)(=O)c2ccccc2)c(=O)c2cc(F)c(N3CCCCC3)cc21 | 0.6 | 106
Cc1ccccc1CNC(=O)C(=O)NCC(c1ccc2c(c1)OCO2)N1CCOCC1 (stereo not given) | -0.5 | 105
CC(=O)NCCNc1nc2c(-c3cccc(C)c3)nnn2c2ccc(Cl)cc12 | 1.6 | 109
CC1CCCN(C(=O)CN2CCN(C(=O)c3ccco3)CC2)C1 (stereo not given) | 0 | 102
CCOc1ccc(NC(=O)c2cnc(N3CCCC3)nc2C)cc1 | 0.2 | 107
CC(=O)Nc1cc(OC(C)=O)c2nonc2c1OC(C)=O | -1.4 | 97
CC(CN1CCOCC1)OC(=O)C1c2ccccc2Oc2ccccc21 (stereo not given) | -0.2 | 100
COc1ccc(-c2cc(C(=O)Nc3ccc(C#N)cc3)no2)cc1 | -0.9 | 98
Cc1ccccc1S(=O)(=O)Nc1nc2ccccc2nc1NCCO | 0.9 | 109
O=C1N/C(=C/c2ccco2)C(=O)N1c1cccc(Cl)c1 | 0.9 | 104
O=c1c2c3c(sc2ncn1CCn1cnc2sc4c(c2c1=O)CCCC4)CCCC3 | -0.5 | 100
Oc1ccccc1N1CCN(CCOc2ccc(Cl)cc2Cl)CC1 | 1 | 109
COC(=O)c1cc2c(C(F)(F)F)cc(-c3ccccc3)nc2s1 | 0 | 101
O=C(COC(=O)c1ccc(O)cc1)NC(c1ccccc1)c1ccccc1 | -1 | 100
Cc1nn(-c2ccccc2)c(Cl)c1C(N)=O | 0.2 | 102
Cc1cc(Cl)c(S(=O)(=O)N2CCSCC2)cc1OCC(N)=O | 0.6 | 103
O=C(CSCC(=O)Nc1ccccc1Oc1ccccc1)Nc1ccc2ccccc2c1 | 0.4 | 107

Seven compounds drawn at random from those above:
structure | PV pol inh FP z-score | PV pol inh
Oc1ccccc1N1CCN(CCOc2ccc(Cl)cc2Cl)CC1 | 1 | 109
CC(=O)NCCNc1nc2c(-c3cccc(C)c3)nnn2c2ccc(Cl)cc12 | 1.6 | 109
Cc1c(NC(=O)Cc2ccc(Cl)cc2)cccc1-c1nc2cccnc2s1 | 0.3 | 110
NC(Cc1c[nH]c2ccccc12)C(=O)NCc1ccccc1 (stereo not given) | 0 | 102
O=c1[nH]c2ccccc2c(=O)n1NS(=O)(=O)c1ccc2ccccc2c1 | 0 | 100
Cc1ccccc1S(=O)(=O)Nc1nc2ccccc2nc1NCCO | 0.9 | 109
O=C(Nc1ccc(OC(F)(F)F)cc1)NC1COc2ccccc2C1 (stereo not given) | -1.6 | 99

Following part:
structure | PV pol inh FP z-score | PV pol inh
CN(C(=O)CSc1ncn[nH]1)C1(C#N)CCCCC1 | 0.9 | 106
COc1ccc(-c2c3c(=O)n(C)c(=O)n(C)c3c3c(-c4ccc(C)cc4)nc4ccccc4n23)cc1 | 0.8 | 108
O=C(O)CC(=O)N1CCSc2ccccc21 | -0.4 | 101
O=C(/C=C/c1ccccc1)NCC1CCCO1 (stereo not given) | 0.5 | 101
Cc1cccc(C)c1NC(=O)CSc1nccn1C | -0.4 | 103
O=C(O)c1ccc(S(=O)(=O)Nc2ccc3oc4c(c3c2)C(=O)CCC4)cc1 | 0.4 | 103
Cc1cc(=O)n(CC(=O)NCc2ccc(OC(C)C)cc2)c2c1c(C)nn2-c1cccc(F)c1 | 0.5 | 108
Cc1ccc2c(CC(=O)NC(C)C)coc2c1C | 0.7 | 104
CCN(Cc1ccc2c(c1)OCCO2)C(=O)c1ccc(-n2cccn2)cc1 | -0.1 | 103
O=c1c2c(-c3ccccc3)csc2nc2n1CCC2 | 0.5 | 106
COc1ccc(CNC(=O)CCC2N=C3c4ccccc4N=C(SCc4cccc(F)c4)N3C2=O)cc1 (stereo not given) | 0.7 | 110
COC(=O)c1ccc(Oc2nc(Nc3cccc(C)c3C)nc(N3CCC(C)CC3)n2)cc1 | 0.3 | 102
COC(=O)c1ccc(S(=O)(=O)N2CCC(c3nc4ccccc4s3)CC2)cc1 | 0.2 | 103
Cc1cc2ncn(Cc3nc(-c4cccc(Br)c4)no3)c2cc1C | 1.2 | 116
COc1ccc(-c2cc3nc(C)c(CCC(=O)Nc4cccc(C(F)(F)F)c4)c(C)n3n2)c(OC)c1 | 0.8 | 110
Cc1cc(SCC(=O)Nc2ccc(C(F)(F)F)cc2)nc(=O)[nH]1 | -0.3 | 105
Cc1ccc(NC(=O)C2CC(=O)n3ncnc3N2)cc1C (stereo not given) | 0.6 | 102
COCn1cnc2ccccc21 | 0.2 | 104
OCc1ccc(OCc2cccs2)cc1 | 0.1 | 102
CCC(CO)NC(=O)c1ccccc1C(F)(F)F (stereo not given) | -0.3 | 100
CSc1nsc(SC)c1C(=O)NC(=O)N1CCOCC1 | 0.9 | 104
CC(SCc1ccccc1)C(=O)Nc1ccccc1 (stereo not given) | 0.2 | 101
CCc1ccc2occ(CC(=O)Nc3ccc(OC)c(Cl)c3)c2c1 | -0.4 | 109
CSc1c2c(c(C#N)c3nc4ccccc4n13)CCCC2 | -0.5 | 101
O=C(Nc1ccc(F)cc1)N1CCC2(CC1)C(=O)NCN2c1ccccc1 | -0.6 | 101

Further compounds follow:
structure | PV pol inh FP z-score | PV pol inh
Cn1ccc2cc(S(=O)(=O)N3CCCN(C(=O)Nc4ccccc4Br)CC3)ccc21 | -1.1 | 102
CCNc1nnc(-c2nn(CC(C)C)c(=O)c3ccccc23)s1 | -0.7 | 98
Cc1cc(=O)oc(C)c1C(=O)OCC(=O)c1ccc(Cl)c(Cl)c1 | -0.2 | 100
CC(C)c1ccccc1NS(=O)(=O)N(C)C | 0.3 | 102
Cc1cc(NC(=O)c2cc3c(s2)CCCC3)no1 | 0.4 | 104
Cc1cc(C)c(C#N)c(SCCCCSc2nc(C)cc(C)c2C#N)n1 | -0.6 | 99
CCC(=O)n1c(SC)nc2ccccc21 | -0.4 | 99
Cc1nn(-c2ccccc2)c(N2CCCC2)c1/C=N/OCC(=O)Nc1ccc(F)cc1F | -0.3 | 102
CCOc1ccc(S(=O)(=O)Nc2cccc(-c3ccc(N4CCC(C)CC4)nn3)c2)cc1 | -1.1 | 101
NCCC1COc2ccccc2O1 (stereo not given) | -0.3 | 99
CC1(C)S[C@@H]2[C@H](NC(=O)[C@H](N)c3ccccc3)C(=O)N2[C@H]1C(=O)OC1OC(=O)c2ccccc21 (stereo not given in full) | -0.9 | 98
Cc1ccc(N2CC(c3nnc(Cc4ccc(F)cc4)o3)CC2=O)cc1 (stereo not given) | -1.5 | 99
CN1CCOC(=O)/C1=N\Nc1cc(Cl)ccc1Cl | 0.9 | 109
Cc1ccc(-n2nnnc2CNC(=O)c2ccccc2C)cc1C | -0.1 | 102
CSc1ccc(CNCc2ccncc2)cc1 | -1.9 | 98
O=C(/C=C/OC(=O)c1ccc(Cl)cc1)c1ccc(Cl)cc1 | -1 | 96
CC1Cc2cc(S(=O)(=O)NCc3ccc(F)cc3)ccc2N1C(=O)C1CCC1 (stereo not given) | -0.4 | 100
NNC(=O)c1ccccc1S(N)(=O)=O | -0.3 | 98
O=C(O)c1cn(-c2ccccc2)nc1/C(=N\O)c1ccccc1 | -0.2 | 100
S=C(N/N=C/c1cccs1)N/N=C/c1cccs1 | 1.7 | 108
O=C(COCc1cc(-c2ccco2)on1)Nc1cccnc1 | 0.8 | 103
O=C(CSc1nc2cc(Cl)ccc2s1)NCc1ccc(F)cc1 | 0.6 | 103
COc1ccc(/C=C2\C(=O)Nc3ccccc32)c(OC)c1 | 0.2 | 108
O=C(O)C1C2C=CC(O2)C1C(=O)N1CCOCC1 (stereo not given) | 0 | 102
c1ccc2c(c1)CCCN2c1nc(N2CCOCC2)nc(N2CCOCC2)n1 | -0.1 | 101

Going on with the list:
structure | PV pol inh FP z-score | PV pol inh
Cc1ccc(-c2cc(-c3cccs3)[nH]n2)c(O)c1 | 0.1 | 102
O=C(O)/C=C/c1ccc(S(=O)(=O)N(CCO)CCO)cc1 | 0.6 | 104
CCCN(CCC)S(=O)(=O)c1cccc(-c2cn3ccc(C)cc3n2)c1 | 0.1 | 101
C/C(=N\NC(=O)COc1cccc(C)c1)c1ccco1 | 0.2 | 100
Cc1c(Cl)c(=O)oc2cc(OC(=O)C(C)NC(=O)OCc3ccccc3)c(Cl)cc12 (stereo not given) | 0.1 | 103
O=C(OCCCOc1ccc(F)cc1)c1ccc(-n2cnnn2)cc1 | -1.1 | 97
Cc1ccccc1-n1nc(CO)c(C(=O)NCc2cccnc2)n1 | 0.8 | 110
COc1ccc(-c2cc(C(=O)Nc3cccc(C(C)=O)c3)no2)cc1OC | 0.8 | 108
COc1ccc(NS(=O)(=O)c2cc(OC)ccc2NC(=O)c2cc(C)oc2C)cc1 | 0.4 | 106
Fc1ccc(Nc2ncnc3onc(-c4ccc(Cl)cc4)c23)cc1Cl | 0.5 | 109
CCc1ccc(NC(=O)C2CCC(CNS(=O)(=O)c3cccs3)CC2)cc1 (stereo not given) | -0.7 | 106
CC(=O)Nc1cccc(-c2nnc(SCC(=O)c3cc([N+](=O)[O-])ccc3Br)o2)c1 | -0.8 | 102
CN(C)c1cccc2c(Br)ccc(N(C)C)c12 | -0.6 | 101
Cc1c2ccc(Cl)cc2s[n+]1C | -0.1 | 100
O=C(O)c1ccc(/C=N/O)cc1 | 0.3 | 105
Cc1cc(C(=O)NC(C)C2CCCO2)c(C)o1 (stereo not given) | -1.9 | 98
COc1ccc(C(CC(=O)N2CCOCC2)c2ccc(F)cc2)cc1 (stereo not given) | -0.2 | 102
CN(C)Cc1ccccc1CNC(=O)CC1C=CCC1 (stereo not given) | 1 | 108
CC(C)(C)C1CCc2c(sc(NC(=O)c3ccc(Cl)cc3)c2C(=O)NCc2ccco2)C1 (stereo not given) | 0.8 | 107
N#CCCN1C(=O)c2cccc3c(Cl)ccc1c23 | -0.7 | 101
N#Cc1cc(-c2ccccc2C(F)(F)F)no1 | -0.5 | 100
Cc1c(Cc2ccccc2)c(=O)oc2cc(OC(=O)c3ccco3)ccc12 | -0.5 | 98
COC(=O)c1ccccc1NC(=O)CSc1ccccc1 | -0.3 | 101
CCNc1sc2c(O)cc(=O)[nH]c2c1C#N | -1.7 | 98
CCn1c(=O)c(-c2ccc3ccccc3n2)cc2cc(Cl)ccc21 | 0.5 | 110

Remaining list, next part.
structure | PV pol inh FP z-score | PV pol inh
Cc1nn(-c2ccccc2)c2sc(C(=O)NCc3ccccc3)cc12 | 0.1 | 103
CCn1ccc2cc(S(=O)(=O)N3CCCN(C(=O)NCCOC)CC3)ccc21 | 1.3 | 112
COc1ccc(CCNCc2cccnc2)cc1 | 0.3 | 103
CSc1nnc2nc(C)cc(C)n12 | -0.6 | 100
CN(C)Cc1ccccc1CN | 0.7 | 107
CCC(=O)/C=C1/Sc2ccc(C)cc2N1CC | 0.2 | 103
O=C(NCc1ccc(F)cc1Cl)c1cc(=O)[nH]c2ccc(S(=O)(=O)N3CCCCC3)cc12 | -2.6 | 100
